# Source: PubChem BioAssay (several laboratories)
# CF NFkB block: blocks PAF-induced NF-kB reporter in cystic fibrosis cells; inhibition, % at 5 µM; AID 588850; actives 0.86% (n = 360,000); KKLEB NF-kB-GFP reporter, GFP fluorescence overnight;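 active = at least 50% inhibition at 5 µM, scaled per plate between neutral and stimulator controls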;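 also: PAF is a Pseudomonas aeruginosa culture filtrate used as stimulus; plate controls were PAF-stimulated DMSO wells for no effect and unstimulated DMSO wells for full effect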
# LMP1 NFkB inh: reduces LMP1-driven NF-kappaB luciferase signal | LMP1-induced NF-kappaB luciferase reporter cells, luminescence | inhibition, % at 12.5 µM | actives 0.69% (n = 350,000); in the data active = inhibition above about 41%;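 also: 0% = neutral control wells and 100% = reference inhibitor control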
# TRPM1 prom inh: reduces MITF-dependent TRPM1 promoter luciferase signal; SK-MEL-5 TRPM1 promoter luciferase, 24 h; inhibition, % at 12.5 µM; actives 0.83% (n = 330,000); AID 488899;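 active = mean inhibition across replicates of 60% or more, whatever share of single replicates reaches that level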; also: values of inactives mirror those of a sister screen read the other way
# TRAIL sens C8: sensitizes caspase-8 expressing cells to TRAIL; NB7+C8 cells + TRAIL, ATPlite viability luminescence; inhibition (viability loss, TRAIL sensitization), % at 10 µM; actives 1% (n = 360,000);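 active = compounds causing at least 50% loss of cell viability in the single-dose screen, relative to plate controls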
# NR2E3 ag-1: agonists of human nuclear receptor NR2E3; GST-NR2E3/biotin-RetCOR TR-FRET, 1536-well; inhibition of corepressor binding, % at 4.78 µM; actives 0.12% (n = 320,000); AID 2300;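 active = percent inhibition above the cutoff of mean plus 3 SD of all tested compounds, set per screening campaign, cut at about 20% in these data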;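 also: 0% = DMSO wells and 100% = biotin wells as full block of FRET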
# Target sequence (Q9Y5X4 whole entry, looked up): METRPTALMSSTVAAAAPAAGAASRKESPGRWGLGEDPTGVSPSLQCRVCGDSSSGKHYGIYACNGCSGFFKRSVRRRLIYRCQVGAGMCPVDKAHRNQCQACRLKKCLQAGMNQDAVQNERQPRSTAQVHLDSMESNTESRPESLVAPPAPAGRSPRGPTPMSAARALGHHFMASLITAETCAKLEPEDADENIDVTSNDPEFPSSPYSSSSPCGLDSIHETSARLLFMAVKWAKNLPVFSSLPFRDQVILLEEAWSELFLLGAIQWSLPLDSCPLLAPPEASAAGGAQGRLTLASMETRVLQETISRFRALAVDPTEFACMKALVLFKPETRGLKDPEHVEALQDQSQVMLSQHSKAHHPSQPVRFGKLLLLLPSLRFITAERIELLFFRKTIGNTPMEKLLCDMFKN
#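 Material: NR2E3–RetCOR corepressor complex / Amount: 1.35 nM GST-NR2E3 / Medium: Tris pH 7.5 / Compound: single nominal compound dose of 4.8 µM / Incubation: 5 h at 4 °C / Technique: TR-FRET, Eu(K)-anti-GST donor, streptavidin-D2 acceptor, ex 340, em 617/671 nm / Read-out basis: percent loss of FRET ratio relative to control wells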
# KKLEB cytotox: reduces viability of KKLEB cystic fibrosis airway cells; KKLEB CF airway cells viability, ATPlite luminescence, overnight; hits give low values; cells stimulated with P. aeruginosa culture filtrate; activity change (cytotoxicity), % at 5 µM; actives 0.36% (n = 360,000); AID 602141;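 active = corrected activity change at or below -50% at 5 µM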
# HIF-2a inh: HIF-2a inhibition; inhibition, % at 18.8 µM; AID 624352; 786-0 RCC cells HIF-2a reporter, luciferase luminescence, overnight; actives 0.72% (n = 360,000);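 active = inhibition of the luminescence signal of 40% or more relative to plate controls, in a single-dose primary screen at 18.75 µM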
# Shn3 inh set2: reduces Shn3 3'UTR luciferase signal in osteoblasts; AID 588674; Clone20 osteoblast Shn3 3'UTR firefly luciferase, 24 h; actives 0.52% (n = 360,000); inhibition, % at 12.5 µM;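 active = mean inhibition of at least 75% with every replicate also reaching 75%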;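 also: 0% = median of neutral control wells and 100% = pilot-screen positive control compound; some compounds past the cut are filed as inactive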
# NR2E3 ag-2: activates human NR2E3 receptor | Q9Y5X4 | AID 602229 | inhibition of corepressor binding, % at 3.98 µM | actives 0.35% (n = 360,000) | CHO-S Gal4-NCOR/VP16-NR2E3 two-hybrid, luciferase;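 active = inhibition above the mean of all tested compounds plus 3 SD, cut at about 70% in these data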;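 also: 0% = DMSO with NR2E3 transfected cells and 100% = cells lacking NR2E3 construct; higher means lower luciferase signal from less NR2E3 corepressor binding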
# hiPSC survival: increases survival of single human iPS cells; hiPSC single-cell survival, ATPlite luminescence; 100% = ROCK inhibitor wells, 0% = DMSO; survival enhancement, % at 20 µM; actives 0.044% (n = 360,000); in the data active = survival enhancement above about 18%;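 also: cells exposed to compounds for 16 hours before the ATP read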
# Peg3 promoter: inhibitors of Peg3 promoter; AID 588405; HeLa PEG-Prom luciferase reporter, luminescence, overnight; inhibition, % at 20 µM; actives 1.7% (n = 360,000);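 active = inhibition of at least 50% at 20 µM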
# Active calls of the source: *; nt = not tested or not shown.
SMILES,CF NFkB block,LMP1 NFkB inh,TRPM1 prom inh,TRAIL sens C8,NR2E3 ag-1,KKLEB cytotox,HIF-2a inh,Shn3 inh set2,NR2E3 ag-2,hiPSC survival,Peg3 promoter
O=C(COC(=O)CSc1ccccc1)NC1CCS(=O)(=O)C1 (centres undefined),-8,1,nt,-1,nt,10,11,-3,17,-1.8,6
COc1ccc(Cc2nnc(NC(=O)c3ccco3)s2)cc1,-1,-15,-12,-12,-2,-1,-67,-1,-58,-2.0,-62
CCN(C(=O)CSc1nnc(-c2ccc(OC)cc2)n1N)c1c(N)n(Cc2ccccc2)c(=O)[nH]c1=O,22,2,1,-29,nt,-9,4,-16,7,0.1,-5
CC1=C(C(=O)OC(C)(C)C)C(c2ccc3ccccc3c2)NC(=O)N1C (centres undefined),4,-8,2,-1,2,-6,20,9,-32,-0.4,16
O=C(CN1C(=O)C2CC=CCC2C1=O)N1CCN(c2ccc([N+](=O)[O-])cc2)CC1 (centres undefined),9,-1,3,-12,-2,0,9,14,6,1.8,1
COc1ccc(S(=O)(=O)NCc2cccnc2)cc1NC(=O)c1ccccc1,-14,4,0,-21,3,5,9,3,-26,0.3,4
COc1ccc(CC(=O)NNS(=O)(=O)c2ccc(F)cc2)cc1OC,-6,8,6,-4,0,10,11,7,18,-0.3,5
C/C(=N\NC(=O)CNc1ccc(F)cc1)c1cc2ccccc2o1,2,-15,12,-15,0,0,-19,10,-14,-1.8,-3
O=C(Nc1ccccc1)N(Cc1ccc(Cl)cc1)CC(O)C(F)(F)F (centres undefined),-3,-14,4,-1,3,9,0,6,-6,-1.3,-6
CCOc1ccc(NC(=O)CSc2nnc(-c3ccccn3)n2C)cc1,4,6,4,-2,-2,-6,-2,0,-14,0.1,6
COC(=O)c1ccc(N/N=C/c2cc([N+](=O)[O-])cc(OC)c2O)cc1,12,-2,0,-1,1,-5,-121,17,-10,2.3,-84
CC1(C)NC(=O)N(CC(O)COc2cc3ccccc3cc2C(=O)N2CCCCC2)C1=O (centres undefined),4,0,1,1,1,-4,10,5,-21,-1.1,-7
CCOc1ccc(NS(=O)(=O)c2ccc(C(=O)NCCN3CCOCC3)cc2)cc1,27,2,-2,-17,3,-2,3,-1,3,0.2,1
Cc1ccc(OCC(=O)N2CCCCCCC2)cc1C,12,-13,-19,-2,-2,-3,-122,-42,-24,-0.2,-56
O=C(CN(C(=O)CCC(=O)Nc1ccccn1)c1cccc(F)c1)NCc1ccc2c(c1)OCO2,6,-9,6,-13,0,-12,9,-1,-25,0.2,16
S=c1[nH]nc(Nc2ccc(Cl)cc2)s1,0,-3,-38,2,-1,10,-133,-3,-63,0.2,-43
Cc1sc2ncnc(OCC(=O)N3CCN(C(=O)c4ccco4)CC3)c2c1C,-9,2,4,0,0,-4,6,-15,6,-0.2,9
O=c1c(C=Nc2ccc(Cl)cc2)c[nH]n1-c1cccc(Cl)n1,-30,-5,0,9,3,12,-2,-3,11,0.8,19
CC(c1nnc(SCC(=O)c2c(N)n(C3CC3)c(=O)[nH]c2=O)n1-c1ccc(F)cc1)N(C)C (centres undefined),8,-3,1,-5,3,2,9,-17,-11,-0.3,5
O=C(OCC(=O)N1CCCC1)c1c2c(nc3ccccc13)CCCCC2,1,-5,-4,-4,2,12,-11,11,-11,1.9,-18
O=C(O)c1cccc(-n2cccc2/C=C2/SC(=O)N(CC(=O)N3CCCC3)C2=O)c1,13,-2,7,-18,-2,0,19,-22,3,0.6,7
O=C(Cn1cc(C(F)(F)F)ccc1=O)N/N=C/c1cccc(Cl)c1,-5,5,0,-3,-2,-12,1,-4,-11,-2.4,-5
COc1ccccc1N1CCN(C(=O)CCS(=O)(=O)c2ccc3c(c2)NC(=O)C(C)S3)CC1 (centres undefined),9,0,9,5,2,-3,3,41,-11,-0.1,5
CCn1c(=O)c2c(nc3n2CCCN3Cc2ccccc2)n(C)c1=O,-20,10,0,2,1,5,12,-2,-2,-0.6,7
COCc1cc(=O)n2[nH]c(-c3ccc(C)cc3)cc2n1,-11,-3,-6,19,3,-4,-145,-68,-120,-2.8,-82
COc1ccc(/C=C/c2nc(N)nc(-c3ccccc3O)n2)cc1,-1,-10,-10,-8,2,8,-90,-11,-42,-0.6,-99
CN(c1ccccc1C(=O)Nc1ccccc1-c1ccccc1)S(C)(=O)=O,-23,-2,7,-16,nt,13,14,-8,1,0.6,2
Cc1ccc(C)c(OCC(=O)Nc2ccc3c(c2)OCO3)c1,-6,-1,-24,-7,2,15,-196,-2,-18,-1.5,-169
COc1ccc(N2CCN(C(c3cccs3)C(C)NS(=O)(=O)c3ccccc3)CC2)cc1 (centres undefined),5,-8,-12,-8,3,-5,0,38,34,-2.0,42
COc1cccc(CN(C)C(=O)c2ccc(OCC(=O)Nc3cccc(C(F)(F)F)c3)c(OC)c2)c1,-10,28,40,25,-4,-8,-18,86*,5,0.0,15
COc1cccc(Cn2cnc3c(NS(=O)(=O)c4ccc(Cl)cc4Cl)c(C)c(C)cc32)c1,17,4,5,3,1,14,18,6,16,-1.9,40
CCN(Cc1ccccc1)C(=O)c1cccc(OC2CCN(C(=O)C3CC3)CC2)c1,-20,10,3,-1,-2,8,-27,12,-6,-0.4,0
CCOC(=O)c1ccccc1NC(=O)CSc1nnc(COc2ccccc2C)n1C,-3,-7,2,1,-1,-4,-33,20,-14,-2.3,-20
N#Cc1nc(COc2ccc(F)cc2)oc1N1CCCCC1,5,5,14,-3,0,-8,8,-13,-6,-0.6,-9
O=C1Nc2cc(Cl)c(Cl)cc2N(O)N1c1cc(Cl)cc(Cl)c1,8,5,9,2,0,-1,9,-6,0,0.2,12
O=C(COc1ccc(-n2cnnn2)cc1)NC(=O)NCc1ccccc1,-7,-1,2,1,4,-3,7,-8,18,-1.1,14
O=C(Nc1ccccc1Cl)NC1(C(=O)N2CCOCC2)CCCCC1,10,-4,14,-1,1,-2,11,-4,-5,-0.6,13
O=C(CN(C(=O)c1ccc(Cl)cc1)N1C(=O)C2CCCCC2C1=O)c1ccc(Cl)cc1 (centres undefined),-1,-10,-4,-13,3,5,20,4,-29,3.9,-2
O=C1C2C3C=CC(C3)C2C(=O)N1c1ncc([N+](=O)[O-])s1 (centres undefined),3,0,4,-22,nt,7,13,-6,8,-1.7,9
CS(=O)(=O)c1ccc(NCC2CCCO2)c([N+](=O)[O-])c1 (centres undefined),17,14,8,-13,3,4,-1,-11,-32,0.0,12
C/C(=N\NC(=O)Cn1c(-c2ccccn2)nc2ccccc21)c1cccc(O)c1,9,7,11,-9,-3,1,13,22,-4,-4.1,0
CCCCNC(=S)N/N=C/c1cc(C)ccc1C,-20,9,-6,-3,1,15,-55,8,31,-0.1,-12
N=c1sccn1CC(=O)NCCc1ccc(Cl)cc1Cl,3,0,2,14,1,10,25,11,0,0.5,7
COc1cc(C(c2c(NC(=O)c3ccco3)sc(C)c2C)N2CCOCC2)cc(OC)c1OC (centres undefined),-26,8,5,-11,nt,26,-44,2,39,0.4,20
CN(C)c1ccc(-c2nnn(CC(=O)N3c4ccccc4CCc4ccccc43)n2)cc1,15,2,14,1,2,-11,-13,62,-8,1.1,11
CC(NC(=O)COc1ccc(-c2nnco2)cc1)c1ccc(Cl)cc1Cl (centres undefined),-7,-1,-7,16,-1,-4,0,41,4,-1.1,3
O=C(NN=Cc1c(F)c(F)c(F)c(F)c1F)c1ccc(NS(=O)(=O)c2cccs2)cc1,35,0,-3,18,nt,-21,12,16,-30,1.6,57*
Cc1nc2c(ncn2-c2ccccc2)c(=O)n1NC(=O)CN1CCCCC1,11,-3,8,8,2,-15,4,16,-18,-0.2,11
COc1ccccc1NC(=O)C(=O)NCCC1CCCCN1S(=O)(=O)c1ccccc1 (centres undefined),8,7,12,15,4,-14,-7,3,-23,-0.4,-3
COc1ccc(-c2csc(NCc3ccco3)n2)cc1C,7,-17,-83,-3,1,-9,-313,-103,-125,-2.6,-431

# The closing two compounds of the section before open the next one.
SMILES,CF NFkB block,LMP1 NFkB inh,TRPM1 prom inh,TRAIL sens C8,NR2E3 ag-1,KKLEB cytotox,HIF-2a inh,Shn3 inh set2,NR2E3 ag-2,hiPSC survival,Peg3 promoter
COc1ccccc1NC(=O)C(=O)NCCC1CCCCN1S(=O)(=O)c1ccccc1 (centres undefined),8,7,12,15,4,-14,-7,3,-23,-0.4,-3
COc1ccc(-c2csc(NCc3ccco3)n2)cc1C,7,-17,-83,-3,1,-9,-313,-103,-125,-2.6,-431
O=C(CCCc1ccccc1)NCCS(=O)(=O)N1CCN(c2ccc(F)cc2)CC1,-18,-3,6,-25,-2,-10,8,-4,4,-0.3,6
O=S(=O)(c1ccc(F)cc1)N1CCCC(c2nc(-c3ccc(F)cc3)no2)C1 (centres undefined),-14,3,-7,-4,1,-5,-42,70,-17,1.2,-2
COC(=O)CCCC1=CC2=C(c3ccccc3)C(=O)C(C)(OC(=O)C3CCCC3)C(=O)C2=CN1CC(C)C (centres undefined),-31,6,6,-6,3,4,-1,-25,38,1.0,-1
CCNC(=S)N1CCC(Cc2ccccc2)CC1,-22,-2,3,14,0,6,5,-3,-1,0.0,2
CCCCOc1cccc(C2/C(=C(\O)c3ccc4c(c3)OCCO4)C(=O)C(=O)N2CCN2CCOCC2)c1 (centres undefined),-30,4,-17,-7,16,4,-1,-2,5,1.1,-16
COc1cccc(-c2cnc3cccnn23)c1,45,nt,nt,22,nt,-10,-161,-26,-51,-2.6,-208
CCCN(CC(=O)Nc1ccccc1C)C(=O)c1ccc(COc2ccccc2)cc1,-16,3,-3,-1,-1,11,-65,-2,1,0.9,-1
Nc1nc(CSc2nnnn2-c2ccc(Cl)cc2)nc(N2CCOCC2)n1,11,-3,0,-7,2,-14,16,-12,-10,-4.1,16
COc1cccc(C(CC(=O)O)NS(=O)(=O)c2ccc3c(c2)N(C(C)=O)CC(C)O3)c1 (centres undefined),28,-21,-1,-13,5,2,14,-24,13,0.6,6
Cc1ccc(-c2csc(N/N=C/c3ccco3)n2)cc1,-28,-52,-72,1,1,28,-293,-56,-11,6.0,-390
CCOc1cc2[nH]c(=S)n(CCN3CCC(C)CC3)c(=O)c2cc1OCC,-1,-3,12,-8,2,1,17,10,16,-1.0,4
COc1cc(N/N=C(\C)c2ccc(N)cc2)nc(-c2ccccc2)n1,-16,-9,-14,10,-2,7,-87,0,-4,1.1,-92

# Arranged by length of the SMILES (smallest number first): some entries from above
SMILES,CF NFkB block,LMP1 NFkB inh,TRPM1 prom inh,TRAIL sens C8,NR2E3 ag-1,KKLEB cytotox,HIF-2a inh,Shn3 inh set2,NR2E3 ag-2,hiPSC survival,Peg3 promoter
Nc1nc(CSc2nnnn2-c2ccc(Cl)cc2)nc(N2CCOCC2)n1,11,-3,0,-7,2,-14,16,-12,-10,-4.1,16
CCCN(CC(=O)Nc1ccccc1C)C(=O)c1ccc(COc2ccccc2)cc1,-16,3,-3,-1,-1,11,-65,-2,1,0.9,-1
COc1cccc(C(CC(=O)O)NS(=O)(=O)c2ccc3c(c2)N(C(C)=O)CC(C)O3)c1 (centres undefined),28,-21,-1,-13,5,2,14,-24,13,0.6,6

# These rows are one share of the data. The share of hits here may be higher or lower than overall.
